# HT1080-NT tox: kills 2HG-producing HT-1080-NT fibrosarcoma cells. 1.6% of 360,000 active. AID 686970. HT-1080-NT fibrosarcoma viability, CellTiter-Glo ATP luminescence, 48 h. Potency, µM (top dose mostly 46.1 µM), inactives show at the top dose activity, negative = less viability, usual class: cytotoxic;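 note: NT is the 2HG producing partner of a matched IDH1 knockdown line; potency is the fitted concentration of half-maximal effect; 0% = DMSO-treated cells and -100% = media-only wells without cells; nearly all actives have a fitted effect of over 55% in size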
#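 Fibrosarcoma NT cells, 750 per well in 5% FBS RPMI, were exposed to compound for 48 hours. Viability: CellTiter-Glo luminescence.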
# MCF10A rerep: induces DNA re-replication in MCF 10a normal breast cells; 2.9% of 350,000 active; AID 624296; MCF 10A DNA re-replication, Hoechst nuclear intensity, 48 h; Potency, µM (top dose mostly 46.1 µM), for inactives: at the highest dose activity, positive = re-replication, most hits filed as activators; note: potency is the fitted concentration of half-maximal effect; % of control where 0% means no effect; nearly all actives have a fitted effect of over 50% in size
# SW480 rerep: inducers of DNA re-replication in SW480 colon cancer cells; SW480 DNA re-replication, Hoechst DNA content imaging, 48 h; 1.8% of 340,000 active; Potency, µM (highest dose often 46.1 µM), for the others: at the highest dose re-replication activation, actives largely listed as activators; note: potency is the fitted concentration of half-maximal effect; % of control where 0% means no effect; nearly all actives have a fitted effect of over 55% in size
#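 Image-based DNA-content assay: after two days of treatment, nuclei were labelled with the DNA dye Hoechst and imaged, and hits were compounds raising the count of nuclei showing high fluorescence intensity.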
# HT1080 IDH1KD tx: HT-1080 IDH1 knockdown cell toxicity (counter line); HT-1080 IDH1 knockdown viability, ATP luminescence, 48 h; Potency, µM (highest dose often 46.1 µM), for inactives: at the top dose activity, negative = toxicity, actives largely listed as cytotoxic; 2% of 360,000 active; AID 686971;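 note: potency is the fitted concentration of half-maximal effect; 0% = DMSO wells and -100% = cell-free medium wells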
#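 Cytotoxicity counter-line: IDH1KD HT-1080, 48 h, CellTiter-Glo. Curves classed by r2, magnitude and activity.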
# HEK293 tox: cytotoxic in the GLP-1 receptor inverse agonist counter-screen; Potency, µM (series often up to 38.3 µM), without a hit: at the top dose activity change, negative = inhibition, hits mostly inhibitors; 0.13% of 410,000 active; HEK293 cAMP-luciferase reporter cells, luminescence, 24 h; AID 624418;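 note: loss of luciferase light is scored as toxicity; potency is the fitted concentration of half-maximal effect; % is set by controls: 0 for no effect and ±100 for the full control effect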
#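 1536-well qHTS counterscreen of the MLSMR; 200 cells/uL, 12 h pre-incubation, 23 nL cpd, 24 h at 37 deg C 5% CO2, luciferase detection reagent, 12 min RT, luminescence. Inhibition = undesired.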
# DRD3 agonist: activates the human D3 dopamine receptor. 0.58% of 410,000 active. D3R DiscoveRx beta-arrestin cells, luminescence, 90 min. max activation, %. P35462; in the data active = max activation above about 30%; note: 0% is about no effect; mostly tested at two doses, the higher about 12 µM
# Target sequence (P35462 whole entry, looked up): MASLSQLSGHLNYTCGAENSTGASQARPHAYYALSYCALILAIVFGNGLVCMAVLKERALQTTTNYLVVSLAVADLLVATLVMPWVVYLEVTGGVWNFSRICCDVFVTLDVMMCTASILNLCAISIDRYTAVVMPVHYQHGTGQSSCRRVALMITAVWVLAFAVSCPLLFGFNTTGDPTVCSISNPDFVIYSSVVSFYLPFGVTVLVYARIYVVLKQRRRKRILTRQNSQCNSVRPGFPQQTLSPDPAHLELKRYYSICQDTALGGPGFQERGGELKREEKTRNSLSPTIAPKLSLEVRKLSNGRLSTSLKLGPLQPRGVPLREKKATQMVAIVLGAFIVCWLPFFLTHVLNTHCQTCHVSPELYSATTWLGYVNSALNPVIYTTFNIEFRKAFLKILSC
#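 Agonist-mode cell screen: cells plated at 1500/well and incubated overnight at 37 °C, then exposed to library compounds for 90 min at 37 °C. Detection reagent was added for 30–60 min at room temperature, and luminescence was read.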
# IL-1B inflam inh: blocks inflammasome-driven IL-1 beta release. activity change, % at 57.5 µM. THP-1 LPS/ATP IL-1B secretion, AlphaLISA, 16 h; hits give low values. 4.7% of 360,000 active; in the data active = activity change below about -50%; inconclusive = mostly about -30% to -49%; note: % is set by controls: 0 for no effect and ±100 for the full control effect
#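 Secreted IL-1B measured by AlphaLISA bead assay after 16 h compound exposure of THP-1 cells; compounds (final up to 57.5 uM) added 1 h before LPS (250 ng/mL) and ATP (1.25 mM) stimulation; lower signal means less secretion.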
# KB-V1 cytotox: kills drug-selected multidrug resistant KB-V1 cells; KB-V1 MDR cells viability, CellTiter-Glo, 72 h; Potency, µM (top dose mostly 46.1 µM), inactives show at the top dose activity change, negative = cytotoxicity, actives largely listed as cytotoxic; 3.4% of 400,000 active; AID 1347076; note: potency is the fitted concentration of half-maximal effect; % is set by controls: 0 for no effect and ±100 for the full control effect; nearly all actives have a fitted effect of over 60% in size
#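 Following 72 h at 37 degrees C with compound, KB-V1 cell viability was read by CellTiter-Glo luminescence, medium being phenol-red-free DMEM plus 10% FBS; concentration-response parameters came from normalized, curve-fitted qHTS data.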
# KB-3-1 tox: kills parental KB-3-1 adenocarcinoma cells; Potency, µM (doses to about 46.1 µM), inactives show at the highest dose activity change, negative = cytotoxic, actives largely listed as cytotoxic; KB-3-1 viability, CellTiter-Glo ATP luminescence, 72 h; AID 1347075; 1.4% of 400,000 active; note: potency is the fitted concentration of half-maximal effect; % is set by controls: 0 for no effect and ±100 for the full control effect; nearly all actives have a fitted effect of over 60% in size
#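 Multi-concentration cytotoxicity screen in KB-3-1 cells grown in DMEM lacking phenol red with 10% FBS. After 72 h at 37 °C with compound, ATP-dependent luminescence was recorded.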
# * marks the source's active call; other numbers are inactive results; i = inactive; ? = inconclusive; . = not tested or not shown; [ ] = dose if it differs, or a comment. Unless noted, calls come from the whole dose curve; as a rule, active = well fitted curve in the direction sought with a large enough effect; inconclusive = small, poorly fitted or top-dose-only effect, or another doubt; inactive = no such curve, though single readings can be large; an effect the other way counts as inactive or inconclusive.
# Below each compound – HT1080-NT tox	MCF10A rerep	SW480 rerep	HT1080 IDH1KD tx	HEK293 tox	DRD3 agonist	IL-1B inflam inh	KB-V1 cytotox	KB-3-1 tox
COc1cccc(-c2cc(C(=O)Nc3c(C)nn(Cc4ccccc4Cl)c3C)no2)c1
    .	.	.	.	1%	5	.	-20%	-6%
O=C(CCCN1C(=O)/C(=C/c2ccc3c(c2)OCO3)SC1=S)Nc1ccc(C(=O)O)cc1
    -2%	-5%	-1%	1%	2%	-10	-2	?	-4%
CCOc1ccccc1N1C(=O)CC(Sc2ccccc2N)C1=O (stereo unspecified)
    10%	.	.	1%	4%	1	-10	?	?
C=CCNC(=O)C(=O)c1cccn1-c1ccsc1C(=O)OC
    11%	-1%	-6%	7%	-9%	0	8	10%	17%
Cc1cccn2c(CNCC3(c4ccccc4)CCCC3)c(C(=O)N3CCOCC3)nc12
    -23%	34%	0%	-25%	?	19	-6	?	-7%
NC(CO)c1csc(NC(=O)Nc2ccccc2Cc2ccccc2)n1 (stereo unspecified)
    -2%	.	.	-12%	-3%	2	-13	6%	0%
O=C(O)c1ccc(CNCc2ccccc2Cl)s1
    .	.	.	.	7%	1	.	-18%	-3%
CCc1noc(C)c1C(=O)N1CCCC(Nc2cccc(F)c2)C1 (stereo unspecified)
    1%	.	.	-2%	15%	1	-1	-21%	-6%
O=C1CCN(Cc2ccco2)C(=S)N1
    3%	-56%[inhibitor]	-11%	4%	-13%	-5	11	-1%	?
Cc1ccc2ccccc2c1C(O)c1ncc(-c2ccc(Cl)cc2)[nH]1 (stereo unspecified)
    ?	.	.	?	-3%	-6	13	?	?
Cc1ccc(C(=O)OCC(=O)Nc2cccc(Cl)c2C)c(O)c1
    22%	-10%	-20%	18%	-7%	0	51	-11%	3%
COc1ccc(-c2nc(CN3CCN(Cc4cccc(Cl)c4)CC3)c(C)o2)cc1
    -16%	30%	37%	-11%	-10%	-2	10	-18%	-3%
COc1ccc(OC)c(NC(=O)C2CCN(C(=O)C3CC(=O)N(c4ccc(C)cc4)C3)CC2)c1 (stereo unspecified)
    -6%	-5%	-2%	1%	2%	4	-9	?	2%
Cc1ccc(NC(=O)COc2ccccc2C#N)cc1S(=O)(=O)N1CCCCCC1
    -6%	22%	-34%	-13%	?	-10	-2	?	?
Cn1c(=O)c2c(nc(CN3CCOCC3)n2CC(=O)c2ccccc2)n(C)c1=O
    19%	19%	-2%	16%	1%	1	23	-11%	6%
CCCN(CCC)S(=O)(=O)c1ccc(C(=O)Nc2nnc(CSC)o2)cc1
    ?	?	21%	?	-14%	2	86	7.3µM*	6.5µM*
CC(=O)OCc1c(C(F)(F)F)nn(C)c1Oc1cccc(C(F)(F)F)c1
    2%	-1%	-13%	-6%	1%	0	?	14%	2%
O=S(=O)([N-]c1nc2ccccc2nc1-n1cc[n+](Cc2ccccc2)c1)c1ccccc1
    -18%	6.5µM*	?	-2%	1%	6	.	-12%	-4%
Cc1ccc(S(=O)(=O)N2CCN(c3ncnc4scc(-c5ccccc5)c34)CC2)cc1
    10%	?	3%	19%	4%	4	22	7.3µM*	?
O=c1c(Cl)c(Cl)cnn1-c1ccccc1
    4.1µM*	3.7µM*	4.1µM*	4.6µM*	-16%	-6	-99*	-6%	18µM*
COc1ccccc1-n1cnnc1SCC(=O)Nc1cccc(S(N)(=O)=O)c1
    19%	-2%	-4%	14%	-12%	3	11	10%	0%
Cc1ccc(NC(=O)c2ccc([N+](=O)[O-])o2)cc1C
    26µM*	9.2µM*	?	13µM*	?	-19	-94*	-25%	18µM*
CCc1nc2sc3ccccc3c(=O)c2c(=O)n1Cc1ccco1
    ?	?	-6%	26µM*	-10%	3	-23	5%	-3%
CCOc1ccc(NC(=O)CNC(=O)Cc2ccccc2)cc1
    -6%	-3%	-151%[inhibitor]	-6%	-7%	-9	26	20%	7%
COc1ccccc1N(CC(=O)NCc1ccccc1)C(=O)CCC(=O)Nc1ccccn1
    -2%	2%	-1%	-3%	12%	-3	4	-6%	-7%
Cc1ccc(C(=O)Nc2ncnc3sc4c(c23)CCCCC4)cc1
    -8%	7%	8%	-20%	4%	1	-4	?	?
COc1cc(C=C(C#N)C(=O)c2ccccc2)cc(OC)c1OC
    11%	.	.	5%	-6%	7	0	-4%	21%
COc1ccc(Cl)cc1NC(=O)CN(C)S(=O)(=O)c1ccc2c(c1)CCCN2C(C)=O
    .	.	.	.	3%	-3	.	-5%	?
COc1ccc(C2CC(=O)c3cc(-c4nc(-c5ccc(Cl)cc5)cs4)c(=O)[nH]c3C2)cc1OC (stereo unspecified)
    .	.	.	.	24%	-7	.	3%	8%
CS(=O)(=O)N1CCN(c2ccc([N+](=O)[O-])c(N3CCOCC3)c2)CC1
    0%	-3%	-8%	1%	-12%	-4	-3	?	1%
Cc1ccc(-n2c(CSc3nc(C)cc(C)n3)nnc2SCC(=O)NCc2ccco2)cc1
    17%	1%	1%	1%	6%	2	0	10%	-1%
COc1ccc(Cl)cc1NC(=O)NC1CCCCC1
    13%	0%	2%	5%	6%	-10	-9	4%	8%
O=C(N/N=C/c1ccc(OCC2COCCO2)cc1)c1ccc(Br)cc1 (stereo unspecified)
    -5%	15%	-2%	-8%	8%	-12	-18	-26%	0%
CCOC(=O)c1c(NC(=O)COC(=O)c2ccc(O)cc2)sc(C(=O)N(C)C)c1C
    -1%	18%	-5%	-5%	-20%	10	-1	-3%	1%
O=C(N1CCN(c2cccc(Cl)c2)CC1)C1(S(=O)(=O)c2ccc(Cl)cc2)CC1
    -14%	-2%	1%	-4%	-21%	1	-8	0%	-2%
COc1ccc(NC(=S)N2c3ccccc3CC2C)cc1OC (stereo unspecified)
    -3%	-1%	11%	0%	13%	4	-2	0%	10%
Cc1cc(Nc2ccccc2)c2c([N+](=O)[O-])ccc(C)c2n1
    -1%	0%	-27%	-8%	-8%	5	-1	3%	13%
Nc1ncnc2c1ncn2C1CCC(CO)C(O)C1 (stereo unspecified)
    1%	-7%	-5%	0%	6%	-19	-7	0%	8%
CCCOC1CCCN(C(=O)c2ccc(OC3CCN(C(=O)COC)CC3)cc2)C1 (stereo unspecified)
    -7%	?	?	-1%	10µM*	-6	i	?	-12%
CC1(C)CC(=O)C(C(C2=C(O)CC(C)(C)CC2=O)c2ccc(Br)s2)C(=O)C1 (stereo unspecified)
    -27%	13µM*	?	?	?	-1	-96*	21µM*	?
O=C(CCNc1ccc(F)cc1)c1cc2ccccc2o1
    -14%	?	-3%	-1%	-2%	1	?	-1%	-1%
Cn1c(N)c(C(=O)COC(=O)/C=C/c2ccccc2F)c(=O)n(C)c1=O
    -1%	1%	-1%	-10%	1%	0	-9	17%	?
Cc1cc(C)c(OCCN2CC(C)OC(C)C2)c(Br)c1 (stereo unspecified)
    1%	2%	18%[1.84 µM]	15%	-6%	-12	1	-10%	-1%
CNS(=O)(=O)c1ccc(CNC[C@H]2O[C@@H](n3cnc(C(N)=O)n3)[C@H](O)[C@@H]2O)cc1
    -1%	-19%	-6%	3%	2%	4	17	0%	0%
CCCCN(CC)CCCNC(=S)Nc1ccc2nc3n(c(=O)c2c1)CCCCC3
    -1%	1%	14%	?	13%	-35	-1	?	0%

# Another view of 2 compounds above.
smiles | HT1080-NT tox | MCF10A rerep | SW480 rerep | HT1080 IDH1KD tx | HEK293 tox | DRD3 agonist | IL-1B inflam inh | KB-V1 cytotox | KB-3-1 tox
Cc1ccc(-n2c(CSc3nc(C)cc(C)n3)nnc2SCC(=O)NCc2ccco2)cc1 | 17% | 1% | 1% | 1% | 6% | 2 | 0 | 10% | -1%
Cc1cc(C)c(OCCN2CC(C)OC(C)C2)c(Br)c1 (stereo unspecified) | 1% | 2% | 18%[1.84 µM] | 15% | -6% | -12 | 1 | -10% | -1%

# Carrying on.
# Below each compound – HT1080-NT tox	MCF10A rerep	SW480 rerep	HT1080 IDH1KD tx	HEK293 tox	DRD3 agonist	IL-1B inflam inh	KB-V1 cytotox	KB-3-1 tox
Cc1ccc(C(=O)C2=C(O)C(=O)N(CC3CCCO3)C2c2ccccc2F)o1 (stereo unspecified)
    11%	0%	5%	18%	11%	-2	9	-15%	1%
NNC(=O)Cn1c(-c2ccccc2)cc(=O)n2ncnc12
    21%	0%	-31%[inhibitor]	18%	10%	8	5	10%	-2%
O=C(Nc1ncccc1O)c1ccc(S(=O)(=O)NCc2ccco2)cc1
    -2%	.	.	-21%	22%	-4	68	-26%	-26%
O=[N+]([O-])c1ccc(-n2nnnc2CN2CCCCC2)cc1
    10%	13%	-13%	3%	-6%	-3	-1	-24%	-6%
O=C(COC(=O)CCc1nc2ccccc2c(=O)[nH]1)NC(c1ccccc1)c1ccccc1
    1%	2%	-5%	2%	3%	-6	-22	0%	0%
C[C@@H]1CN([C@@H](C)CO)C(=O)CCCn2nncc2CO[C@@H]1CN(C)S(=O)(=O)c1ccc(Oc2ccccc2)cc1
    4%	.	.	0%	2%	1	-10	14%	11%
CCOC(=O)CCSc1nnc(-c2cccnc2)n1-c1ccccc1OC
    13%	4%	-12%	10%	-5%	-3	-1	0%	9%
COC(=O)C1CCN(S(=O)(=O)c2ccc(N3CCCCS3(=O)=O)cc2)CC1
    .	.	.	.	1%	-8	.	-25%	-13%
NS(=O)(=O)c1ccc(NC2=CC(c3ccc([N+](=O)[O-])cc3)N(c3ccc(S(N)(=O)=O)cc3)C2=O)cc1 (stereo unspecified)
    -2%	13%	-3%	0%	-7%	-4	5	2%	29%
CCN(CC(=O)Nc1cc(Cl)ccc1C)C(=O)c1ccc(=O)n(Cc2ccccc2)n1
    -6%	7%	0%	-2%	-16%	-22	18	.	.
COc1ccc(NC2CCCN(C(=O)c3cc(CC(C)C)nc(N)n3)C2)cc1 (stereo unspecified)
    15%	4%	4%	15%	-11%	-4	9	-5%	-10%
